# HTR5A ag: HTR5A agonists in luminescence cell assay, primary screen, counter-screen for OPRM1-OPRD1 heterodimer agonist project, full-deck HTS | activation, % at 9.3 µM | 340,000 tested, 0.61% active | cell-based; in the data active = activation mostly above about 9.5%, no sharp cut-off; inactive = mostly below about 7.6%;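 also: 0% = cells with vehicle only and 100% = reference agonist; strong numbers were not always called active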
# Target sequence (P47898 whole entry, looked up): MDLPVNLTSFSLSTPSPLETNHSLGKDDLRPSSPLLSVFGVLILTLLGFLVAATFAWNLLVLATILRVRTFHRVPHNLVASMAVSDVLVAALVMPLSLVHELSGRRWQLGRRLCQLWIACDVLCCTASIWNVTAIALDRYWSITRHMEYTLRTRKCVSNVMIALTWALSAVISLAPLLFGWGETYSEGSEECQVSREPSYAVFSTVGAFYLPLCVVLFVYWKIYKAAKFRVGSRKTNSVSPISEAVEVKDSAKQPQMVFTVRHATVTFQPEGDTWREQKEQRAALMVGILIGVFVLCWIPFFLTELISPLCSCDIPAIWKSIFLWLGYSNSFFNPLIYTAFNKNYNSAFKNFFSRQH
# V-ATPase pH: regulators of yeast V-ATPase proton pumping, primary screen, pHLuorin cytosolic pH fluorescence | response, % at 10 µM | S. cerevisiae | 350,000 tested, 0.37% active | AID 504577, 2011; in the data active = response mostly above about 7.3%, no sharp cut-off; inactive = mostly below about 5.4%; also: actives read high; inactives centre near 0; some compounds called inactive have numbers as strong as hits; reference of the scale not given here
# Arr AP2 block: inhibitors of beta-arrestin/AP2 binding, primary screen, biochemical, GPCR trafficking, flow cytometry; AID 504490, 2011; FITC-arrestin peptide / GST-AP2 beads; AP2 beta2 appendage carries R879A mutation; inhibition, % at 10 µM; beta-arrestin 1 C-terminal peptide binding to AP2 beta2-adaptin appendage (human); 340,000 tested, 0.31% active;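 active = inhibition above a set limit, near 3 SD of compounds lacking own fluorescence, cut at about 54% in these data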;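 also: plate controls were DMSO wells for no effect and 5 µM unlabelled arrestin peptide for full effect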
#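 Measured by: flow cytometry, FL1 (488/535 nm); Material: AP2 appendage R879A on GSH beads; Evaluation: percent response; Timing: pre-incubation 12 min, peptide binding 1 h, room temperature; Also added: 50 nM FITC-arrestin peptide; Medium: PBS with 0.05% Tween 20 and 0.1% BSA.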
# HTR5A inv ctr: HTR5A inverse agonists in luminescence cell assay, primary screen, counter-screen for OPRM1-OPRD1 heterodimer inverse agonist project, full-deck HTS | 340,000 tested, 0.083% active | inhibition, % at 9.3 µM | 5-hydroxytryptamine receptor 5A (Homo sapiens), P47898 | HTR5A cell line, inverse agonism | AID 504634, 2011; in the data active = inhibition mostly above about 23%, no sharp cut-off; inactive = mostly below about 18%;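 also: 0% = cells with DMSO and 100% = no-cell wells with DMSO; some compounds called inactive have numbers as strong as hits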
# OPRM1-OPRD1 ag: agonists of OPRM1-OPRD1 heterodimerization, primary screen, cell-based, luminescence | cells | activation, % at 9.3 µM | 340,000 tested, 0.3% active | AID 504326, 2011; in the data active = activation above about 18%;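 also: 0% = vehicle-treated cells and 100% = reference agonist; values of inactives mirror those of a sister screen read the other way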
# PKA-R2B act: activators of PKA-R2B holoenzyme, primary screen, biochemical, fluorescence polarization, Cy5-IP20, human; 340,000 tested, 0.079% active; AID 504700, 2011; activation, % at 11.4 µM; PKA-R2B holoenzyme dissociation; R2B truncated from residue 108, S112A mutant; 0% DMSO only, 100% 113 µM cGMP; cAMP-dependent protein kinase catalytic subunit beta (Homo sapiens) + cAMP-dependent …;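 active = activation above a cutoff set at the mean over all compounds plus 3 SD, cut at about 18% in these data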;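 also: higher means more holoenzyme dissociation and a rise in polarization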
# DAGLB inhibitor: DAGLB lipase inhibitors, primary screen, biochemical, fluorescence, HTS | Diacylglycerol lipase-beta (Homo sapiens), Q8NCG7 | HEK293T DAGLB membrane lysate, EnzChek fluorogenic substrate | inhibition, % at 5.17 µM | 340,000 tested, 0.059% active | AID 504411, 2011; in the data active = inhibition above about 34%;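 also: 0% = enzyme with vehicle and 100% = wells lacking enzyme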
# Target sequence (Q8NCG7 whole entry, looked up): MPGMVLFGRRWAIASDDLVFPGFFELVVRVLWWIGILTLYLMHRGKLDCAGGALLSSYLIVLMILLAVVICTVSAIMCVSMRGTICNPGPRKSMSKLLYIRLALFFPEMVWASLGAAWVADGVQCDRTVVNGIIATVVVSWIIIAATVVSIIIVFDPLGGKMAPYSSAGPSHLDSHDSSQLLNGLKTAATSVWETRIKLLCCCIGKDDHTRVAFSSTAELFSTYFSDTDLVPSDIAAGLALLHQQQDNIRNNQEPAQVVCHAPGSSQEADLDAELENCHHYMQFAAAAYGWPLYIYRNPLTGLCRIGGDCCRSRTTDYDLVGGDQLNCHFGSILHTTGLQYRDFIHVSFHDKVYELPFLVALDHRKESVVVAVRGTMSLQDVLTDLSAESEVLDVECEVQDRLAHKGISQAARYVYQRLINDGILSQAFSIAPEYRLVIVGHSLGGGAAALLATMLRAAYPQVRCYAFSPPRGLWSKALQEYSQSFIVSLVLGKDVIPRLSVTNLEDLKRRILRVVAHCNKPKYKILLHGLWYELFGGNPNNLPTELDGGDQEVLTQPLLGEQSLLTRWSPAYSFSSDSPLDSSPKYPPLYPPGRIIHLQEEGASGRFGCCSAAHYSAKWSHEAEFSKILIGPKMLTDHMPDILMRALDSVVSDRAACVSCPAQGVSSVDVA
# OPRM1-OPRD1 inv: inverse agonists of MOR-DOR heterodimerization, primary screen, cell-based, luminescence; Mu-type opioid receptor (Homo sapiens) + Delta-type opioid receptor (Homo sapiens), …; cell-based MOR-DOR heterodimer luminescence, inverse agonism; inhibition, % at 9.3 µM; 340,000 tested, 0.21% active; in the data active = inhibition above about 22%, passing the limit was not always enough;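 also: 0% = cells with DMSO and 100% = wells without cells with DMSO; values of inactives mirror those of a sister screen read the other way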
# PKA-R1A activ: activators of PKA-R1A holoenzyme, primary screen, biochemical, fluorescence polarization, Cy5-IP20, bovine R1A, mouse PKAc. AID 504707, 2011. activation, % at 11.4 µM. PKA-R1A dissociation; scaled: DMSO 0%, 113 µM cGMP 100%. 340,000 tested, 0.083% active;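 active = percent activation above the mean of all tested compounds plus 3 SD, cut at about 19% in these data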;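 also: higher means more PKAc released from R1A so a rise in polarization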
# DSG3 Ab inh: inhibitors of pemphigus antibody binding to DSG3, primary screen, biochemical, bead-based, flow cytometry, scFv-GFP; binding (percent of control), % at 10 µM; DSG3-coupled beads, scFv-anti-DSG3-GFP binding; stronger effect = lower value; 310,000 tested, 0.48% active;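 active = binding more than 3 SD below its plate's average and above zero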;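 also: hits lower antibody fragment binding to DSG3; some compounds called inactive have numbers as strong as hits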
# Numbers without * were called inactive; x = no result given.
canonical_smiles,HTR5A ag,V-ATPase pH,Arr AP2 block,HTR5A inv ctr,OPRM1-OPRD1 ag,PKA-R2B act,DAGLB inhibitor,OPRM1-OPRD1 inv,PKA-R1A activ,DSG3 Ab inh
CN(C)S(=O)(=O)c1ccc(NC(=O)CN2CCC(Cc3ccccc3)CC2)cc1,-1,0,-7,16,-2.8,0,-2,14,-4,99
Cn1c(=O)c2ncn(C)c2n(C)c1=O,-5,-7,5,21,0.8,-1,0,-4,-6,126
COCc1[nH]nc2c1C(c1ccc(F)cc1F)C(C#N)=C(N)O2 (stereo unspecified),0,1,0,-11,-1.0,-2,-2,5,-12,x
CCOC(=O)N1CCC(NC(=O)c2cc(COc3c(C)cccc3C)on2)CC1,1,-3,22,12,0.1,-2,-2,0,10,108
COc1ccc(CN2C(=O)c3ccc(C(=O)O)cc3C2=O)cc1,1,0,-9,-2,-2.5,3,2,12,-6,95
O=C(COC(=O)c1cccc(O)c1)Nc1ccc(N2CCOCC2)cc1,-7,4,0,18,-2.0,0,-2,8,-8,x
COc1ccc(-c2noc(CCC(=O)NC3CCN(Cc4ccccc4)CC3)n2)cc1,-3,2,0,-10,2.8,2,0,-15,2,99
O=C(NCC1CCCO1)c1c(O)c2ccccc2[nH]c1=O (stereo unspecified),1,4,-7,-2,-2.2,0,1,9,-13,107
COc1cccc(CNc2ccc(C)c(Cl)c2)c1,6,5,0,23,5.1,-4,-6,-35,-6,105
COc1ccccc1-c1c(C(F)(F)F)oc2cc(OC(=O)c3ccc([N+](=O)[O-])cc3)ccc2c1=O,0,3,2,3,-1.0,-10,-4,5,-9,x
COCCn1c(SCC(=O)Nc2nnc(C)s2)nnc1-c1ccoc1C,2,2,35,27,-1.6,3,-1,9,-1,101
CC12CC3CC(C)(C1)CC(C(=O)NCc1ccncc1)(C3)C2,1,3,22,-4,0.0,-6,-1,0,-1,92
Cc1ccc(C)c(NS(=O)(=O)c2c(C)ccc3nsnc23)c1,-6,-4,29,-2,-2.9,5,-1,13,7,x
CCCCCc1ccc(CC(=O)Nn2c(C)nc3ccccc3c2=O)cc1,0,5,3,-17,3.5,-11,-4,-21,-18,121
COc1ccccc1C1CC(c2ccc(Cl)cc2Cl)Nc2nc(N)nn21 (stereo unspecified),-7,2,8,19,-2.7,-6,3,14,-8,102
Cc1cc(C)cc(NC(=O)COC(=O)CCCC2=NS(=O)(=O)c3ccccc3N2)c1,-3,1,25,8,0.3,-5,2,-1,2,96
O=C(Nc1nncs1)c1cc(-c2ccncc2)nc2ccc(Cl)cc12,2,-1,-10,-13,-1.7,4,2,9,-1,x
Cc1cc(NC(=O)CN(C)CCOc2ccccc2)ccc1Br,3,11,10,-5,8.7,-9,-8,-39,5,x
COC(=O)CC(N)c1ccc(Br)cc1 (stereo unspecified),-2,-2,13,6,-1.4,-11,-2,7,-2,101
C[N+](C)(C)CCOc1ccc([N+](=O)[O-])cc1,6,0,7,-33,-1.8,-7,2,9,-5,97
COc1cccc(CNC(=O)CCCNC(=O)c2ccc(Cl)cc2)c1,-2,-2,9,7,-3.5,-7,2,18,-3,106
CC(C(=O)Nc1ccc(Cl)cc1)N1C(=O)NC2(CCCC2)C1=O (stereo unspecified),-4,8,9,9,-0.6,-4,1,3,-12,100
Cc1c(OC(C(=O)O)c2ccccc2)ccc2c3c(c(=O)oc12)CCC3 (stereo unspecified),2,5,0,-7,0.4,-2,1,-2,-1,100
Cc1ccc(S(=O)(=O)N2CCOCC2)cc1C(=O)NCCc1ccc(Cl)cc1,1,2,35,-4,-1.1,-8,-2,5,-3,103
CSc1ccc(Cl)c(C(=O)NCCOc2cc(C)ccc2C(C)C)c1,3,-3,24,-9,4.3,-1,-15,-27,-14,104

# Continued, overlapping the part above by three compounds.
canonical_smiles,HTR5A ag,V-ATPase pH,Arr AP2 block,HTR5A inv ctr,OPRM1-OPRD1 ag,PKA-R2B act,DAGLB inhibitor,OPRM1-OPRD1 inv,PKA-R1A activ,DSG3 Ab inh
Cc1c(OC(C(=O)O)c2ccccc2)ccc2c3c(c(=O)oc12)CCC3 (stereo unspecified),2,5,0,-7,0.4,-2,1,-2,-1,100
Cc1ccc(S(=O)(=O)N2CCOCC2)cc1C(=O)NCCc1ccc(Cl)cc1,1,2,35,-4,-1.1,-8,-2,5,-3,103
CSc1ccc(Cl)c(C(=O)NCCOc2cc(C)ccc2C(C)C)c1,3,-3,24,-9,4.3,-1,-15,-27,-14,104
CCOc1ccc2nc(SCC(=O)NCc3ccccc3OC)[nH]c2c1,0,5,-12,-4,-2.5,-5,1,13,-4,115
O=C(CNC1CCCCC1)N1CCc2ccccc2C1,9,13,23,-25,-2.8,0,1,12,-6,102
CCn1c(SCC(=O)N2CCCC2)nc2ccccc2c1=O,0,-6,-9,-20,-1.2,-8,-1,7,-3,99
COc1ccc(N(C)C(=O)c2ccc3c(Cl)c4c(nc3c2)CCCC4)c(OC)c1,1,-2,-3,18,-1.8,-1,-4,9,-4,99
COc1ccccc1CC1CC(=O)N(c2ccccc2)C1=O (stereo unspecified),-2,0,9,9,-2.9,-9,1,13,4,102
N#CC1=C(SCc2ccccc2)NC(=O)CC1c1ccc(O)cc1 (stereo unspecified),-2,0,8,-6,0.7,-3,3,-3,5,102
O=C(Nc1cccc(S(=O)(=O)N2CCCC2)c1)c1ccccc1OC(F)F,-1,-2,15,2,-4.0,0,-3,21,-6,x
Cn1c(C(=O)NCC2CCCO2)cc2c(=O)[nH]c3ccccc3c21 (stereo unspecified),4,x,7,-11,0.0,-10,0,0,8,105
CCOc1ccccc1OCCCCN1CCCC1,-5,0,3,-13,-2.0,13,-2,12,3,90
COc1cccc(NC(=O)N2CCCC2C(=O)NC2CCCCC2)c1 (stereo unspecified),-3,1,-8,-4,-0.8,11,3,5,-7,101
Cc1ccc(NC(=O)C(=O)c2c(-c3ccccc3)cc3ccccn23)cc1S(=O)(=O)N1CCOCC1,1,x,1,-35,2.2,11,-2,-11,7,98
OC(COc1ccc2ccccc2c1)Cn1cncn1 (stereo unspecified),4,4,0,-15,-1.1,1,-1,6,2,104
CCOC(=O)c1cc(NC(=O)Nc2ccccc2OC)c(C)nc1C,0,-1,0,-12,0.1,-8,-1,-1,-8,115
O=S(=O)(c1ccccc1)c1nc(-c2ccccc2)oc1N1CCCC1,4,4,1,-10,-0.2,-10,1,1,-11,114
Nc1ncncc1-c1ccc(F)cc1,x,-1,x,x,x,7,-3,x,3,105
CCOc1ccc(C(=O)NCC(=O)OC2CCOC2=O)cc1OCC (stereo unspecified),-1,-6,-3,-16,0.5,3,0,-2,-4,104
CCOC(=O)c1sc(NC(=O)CCN2CCN(CC)CC2)c(C(=O)OCC)c1C,-2,-1,14,6,2.1,0,0,-11,-1,85
Cc1cc(/C=C(\C#N)C(=O)O)c(C)n1CC(C)C,-2,0,-3,-12,-1.6,2,1,10,-5,90
O=C(NCCSCc1ccco1)Nc1cc(Cl)cc(Cl)c1,-4,-1,48,-2,4.4,-8,-14,-23,-5,101
O=C(Nc1ncn[nH]1)c1cc([N+](=O)[O-])ccc1Cl,3,0,-11,-13,-2.8,2,-6,13,-4,92
CC(C)=N/N=C(\c1cccc([N+](=O)[O-])c1)C12CN3CN(CN(C3)C1)C2,2,1,-11,-16,0.1,-5,-1,0,1,96
CCOc1ccc(/C(CCC(=O)O)=N/NC(=S)NC(C)C)cc1,-2,-4,16,4,-1.9,-2,-1,10,-4,104
C=CCNS(=O)(=O)c1ccc2c(c1)n(C)c(=O)n2C,2,2,-4,-5,1.4,-4,-1,-7,1,83
C[C@H](CO)N1C[C@H](C)[C@@H](CN(C)C(=O)Nc2ccc3c(c2)OCO3)Oc2ccc(NS(=O)(=O)c3cn(C)cn3)cc2C1=O,-4,-5,5,-2,-2.9,-4,3,16,5,101
C=CC[C@@H](CC(=O)N[C@@H](CO)Cc1ccccc1)C(=O)N[C@@H](COC(=O)[C@@H](CC=C)Cc1ccc(F)cc1)Cc1c[nH]c2ccccc12,4,-2,-2,-14,4.8,2,1,-22,-3,99
Cc1nc(SCC(=O)NC2CCS(=O)(=O)C2)c(C#N)c(C)c1C (stereo unspecified),6,-1,10,-12,-2.0,-14,0,8,-11,105
O=C(NCCN1CCOCC1)c1cc(-c2ccc(Br)cc2)on1,0,4,-4,1,-1.2,-7,-1,6,-2,109
O=C(OCC(=O)N1CCN(C(=O)c2ccco2)CC1)c1ccccc1OCc1ccccc1,1,0,15,-5,-3.0,-12,0,18,-5,110
CCOC(=O)N1CCN(C(=O)c2ccc3c(c2)ncn3C2CCCC2)CC1,2,3,0,-5,-1.0,-7,0,6,-1,99
CCCCn1c(SCC(=O)Nc2ccc3c(c2)OCCO3)nnc1C(CC)N(C)C (stereo unspecified),-4,-3,-4,9,-4.2,7,-1,16,-1,x
CCCOc1ccc(C(C)(O)CN2CCOCC2)cc1 (stereo unspecified),-1,0,-5,-1,-0.7,-2,-3,3,-7,102
O=C(NC1C(=O)NNC1c1ccc(Cl)cc1)c1ccc(F)cc1 (stereo unspecified),0,0,-2,-15,-1.0,-6,0,7,6,102
Cc1c(OCc2ccccc2)cccc1OCc1ccccc1,6,1,0,-8,2.2,-6,-19,-10,-2,104
CC1CCc2c(sc(NC(=O)Cn3nc(C(F)(F)F)c4c3CCCCC4)c2C#N)C1 (stereo unspecified),-5,0,15,3,-0.2,-1,-2,1,-1,101
Cc1ccc(OCCN2CCN(C(=O)CCC(=O)Nc3nnc(CC(C)C)s3)CC2)cc1,5,-4,12,-14,-0.5,-7,2,3,-9,x
CN1CCN(C(=O)CCCN2C(=O)/C(=C/c3ccccc3)SC2=S)CC1,-4,-2,20,-18,1.5,4,0,-12,-14,118
Cn1c(=O)c2c(ncn2CC(=O)OCC(=O)NC2CCCc3ccccc32)n(C)c1=O (stereo unspecified),-1,-4,-2,2,-3.3,9,1,17,15,101
CCOc1ccc(NC(=S)NC(=O)Cc2ccccc2)cc1,6,2,-12,-20,4.3,0,-5,-22,-3,94
